INS promoter inh: inhibitors of insulin promoter-driven GFP, primary screen, imaging, TRM-6 cells (human fetal islet line), eGFP reporter, cell count; reporter expression induced with tamoxifen; inhibition, % at 2 µM; 0.9% of 130,000 active; AID 1273, 2008;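 active means inhibition above the mean plus 3 SD, with well images judged a real hit on visual review, cut at about 60% in these data, passing the limit was not always enough; inconclusive means inhibition over the cutoff but images rejected on review; inactive means inhibition not above the cutoff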
SDO1 yeast rescue: growth rescue of sdo1-depleted yeast, primary screen, S. cerevisiae, bone marrow failure model; S. cerevisiae sdo1-depleted JHY4D growth rescue, OD600 30 h; hits give high values; pdr5 snq2 efflux-pump mutant strain; z-score at 10 µM; 0.21% of 140,000 active;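 active means z-score above 3 at both the 24 hr and the 30 hr optical density reads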;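 further: z-score against mean and SD of all compound wells on the same plate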
SDO1 yeast rescue Rescue 24 h: recorded beside SDO1 yeast rescue, whose call it bears; z-score; S. cerevisiae sdo1-depleted JHY4D growth rescue, OD600; measured here: growth rescue at 24 h;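 0 is the plate mean of compound wells and units are plate SD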
* marks the source's active call; other numbers are inactive results; i = inactive; u = inconclusive; x = no result given; & = joins results of further samples.

| INS promoter inh | smiles | SDO1 yeast rescue | SDO1 yeast rescue Rescue 24 h |
| --- | --- | --- | --- |
| -13 | CCOC(=O)C1C(=O)NC(c2ccccc2)=NC1c1cccc(Br)c1 (stereo not given) | x | x |
| 18 | Cn1nnnc1SCC(=O)N(C1CCCCC1)C1CCS(=O)(=O)C1 (stereo not given) | x | x |
| x | Cc1ccc(S(=O)(=O)N(C)C)cc1NC(=O)CCNC(=O)c1ccccc1Cl | 0.86 | 0.2 |
| x | O=S(=O)(N/N=C/c1ccc(OC2CSC2)cc1)c1ccccc1 | -1.1 | -0.85 |
| 25 | COc1cc(C(=O)OCC(=O)c2c(N)n(C)c(=O)n(C)c2=O)ccc1OCCC(C)C | x | x |
| 19 | COC(=O)c1ccc(N2CCCCC2)c(NS(=O)(=O)c2ccc(C)cc2)c1 | -1.5 | -1.6 |
| 17 | CCOc1ccc(C(=O)N(CN2CCCC2=O)c2ccc(C)cc2)cc1 | 0.83 | 0.78 |
| -18 | CCOC(=O)N1CCC(NC(=O)c2cc(S(=O)(=O)N3CCCC3)cn2C)CC1 | 0.3 | -0.41 |
| -23 | COc1ccc(C)cc1-n1nnnc1SCC(=O)N1CCC(C(=O)Nc2nccs2)CC1 | 0.03 | -0.57 |
| -29 | CCCc1n(CC)c2ccccc2[n+]1CC(O)COC1CCCCC1 (stereo not given) | x | x |
| 41 | COc1ccccc1NC(=O)c1sc2nc(Cc3ccccc3)cc(C(F)(F)F)c2c1N | -0.56 | 1.1 |
| -16 | O=C(Nc1ccccc1)c1cccc(S(=O)(=O)Oc2ccc([N+](=O)[O-])cc2)c1 | -0.83 | -0.17 |
| -29 | CNC(=O)CSc1nnc(-c2cc3c(C)nn(-c4ccccc4)c3s2)n1C | x | x |
| -53 | O=C(c1ccccc1-c1nc(-c2ccccc2)no1)N1CCOCC1 | 0.06 | -0.54 |
| -10 | CCOC(=O)Nc1cc(OC)c(OC)cc1Cc1nccc2cc(OC)c(OC)cc12 | -0.29 | -0.49 |
| -61 | O=C1CC(N2CCCN(C3CC(=O)N(c4ccc(F)cc4)C3=O)CC2)C(=O)N1c1ccc(F)cc1 (stereo not given) | 0.54 | 0.5 |
| x | Cc1ccc(S(=O)(=O)c2c(N)n(CC3CCOC3)c3nc4ccccc4nc23)cc1 (stereo not given) | -0.72 | -1.4 |
| -50 | O=C(COC(=O)c1cccs1)c1ccc2c(c1)OCCO2 | -0.41 | -0.1 |
| -64 | O=C1NN=C(c2ccccc2)CC1c1ccc(Cl)cc1Cl (stereo not given) | x | x |
| x | O=S(=O)(O)CCN1CCOCC1 | 1.6 | 0.11 |
| 50 | O=C(O)COc1cccc(NC(=O)C2CCCO2)c1 (stereo not given) | 1.5 | 1.4 |
| -41 | CN1CCN(NC(=O)COc2cccc(C(F)(F)F)c2)CC1 | 0.25 | -0.32 |
| 31 | COc1ccc(C)cc1S(=O)(=O)N1CCN(c2cccc(C(F)(F)F)c2)CC1 | -1.5 | -0.86 |
| 20 | Cc1ccc(C(=O)Nc2ccc(C(=O)O)cc2)cc1S(=O)(=O)NCc1ccccc1 | x | x |
| 20 | CCOC(=O)CNC(=O)c1c2c(nc3ccccc13)CCCC2 | 0.59 | -0.15 |
| 7 | CC(=O)C1=C(O)C(=O)N(CCc2c[nH]c3ccccc23)C1c1ccc(O)cc1 (stereo not given) | 1.3 | 2.6 |
| x | COc1ccccc1OCCC(=O)OCC(=O)NC(C)c1ccccc1 (stereo not given) | 0.91 | 0.47 |
| 54 | O=C(NCCNc1ccc([N+](=O)[O-])cc1C(F)(F)F)c1ccc(F)cc1 | -1.2 | -1.2 |
| i | CS(=O)(=O)NCCSc1nnnn1-c1ccccc1 | -0.11 | 0.18 |
| 25 | CCOc1cc(/C=N/NC(=O)c2ccncc2)ccc1OC(=O)c1ccc([N+](=O)[O-])cc1 | -0.46 | -0.72 |
| 45 | CC(C)CC(NC(=O)COc1ccccc1)C(=O)O (stereo not given) | 0.17 | -0.64 |
| 12 | CCCCNC(=O)NNC(=O)COc1cc(C)cc(C)c1 | 0.53 | 0.72 |
| 50 | COc1ccc(C(=O)CC2OC(=O)c3c2ccc(OC)c3OC)cc1 (stereo not given) | 1.9 | 0.47 |
| x | CC(C)Nc1nc(N(c2ccccc2)c2ccccc2)nc(-n2ccnc2)n1 | -0.66 | -0.82 |
| -53 | O=C(CSc1cc(Cl)ccc1Cl)NCC(=O)Nc1ccc(F)c(F)c1F | -0.51 | -0.75 |
| -22 | S=C(NNc1ccc2ccccc2c1)NC1CCCCC1 | -2 | -1.2 |
| x | CC(=O)N=c1sc2ccccc2n1C | 0.04 | 0.11 |
| -7 | CCOc1ccc(-c2nn(-c3ccccc3)cc2/C=C2\SC(N)=NC2=O)cc1C | 0.67 | 1.1 |
| 31 | CCC(C(=O)Nc1ccccc1C(=O)N1CCOCC1)N1C(=O)c2ccccc2C1=O (stereo not given) | -0.12 | -0.1 |
| 37 | S=c1[nH]nc(-c2cc(-c3ccco3)[nH]n2)n1-c1ccccc1 | 0.14 | -0.4 |
| 29 | CCC(=O)OCCNc1cc(SCCC(=O)OC)c2nonc2c1[N+](=O)[O-] | 1.7 | 1.3 |
| x | CCOC(=O)Cn1cnc2c(cnn2-c2ccc(Cl)cc2)c1=O | 0.67 | -0.02 |
| -29 | CCn1nc(C(=O)OCC(=O)c2c[nH]c3ccccc23)c2ccccc2c1=O | -1 | -0.4 |
| x | Cc1sc2ncnc(N=Nc3c(O)[nH]c4ccccc34)c2c1C | -0.6 | -0.12 |
| x | O=C(Cc1cc(=O)[nH]c(=O)[nH]1)N1CCC(Cc2ccccc2)CC1 | 0.79 | 0.39 |
| 4 | CSc1cccc(NC(=O)CSc2nnc(C)s2)c1 | 0.14 | 0.11 |
| -16 | Cc1nnc(N(CCC#N)CCC#N)s1 | -0.13 | -0.18 |
| 4 | CN/S(=N/S(=O)(=O)c1ccccc1)c1ccc(C)cc1 (stereo not given) | -0.09 | -0.14 |
| -310 | COc1ccc2nc(-c3ccccc3)[nH]c2c1 | 0.42 | -0.13 |
| 10 | Cc1ccc(S(=O)(=O)N/N=C2\C(=O)C3(C)CCC2C3(C)C)cc1 (stereo not given) | x | x |

Single records (already shown).
S=c1[nH]nc(-c2cc(-c3ccco3)[nH]n2)n1-c1ccccc1 reads INS promoter inh = 37; SDO1 yeast rescue = 0.14; SDO1 yeast rescue Rescue 24 h = -0.4
CC(C)Nc1nc(N(c2ccccc2)c2ccccc2)nc(-n2ccnc2)n1 reads INS promoter inh = x; SDO1 yeast rescue = -0.66; SDO1 yeast rescue Rescue 24 h = -0.82

Additional compounds follow:
| INS promoter inh | smiles | SDO1 yeast rescue | SDO1 yeast rescue Rescue 24 h |
| --- | --- | --- | --- |
| 9 | O=C(NC12CC3CC(CC(C3)C1)C2)N1CCN(C(=O)C2CCCO2)CC1 (stereo not given) | 0.19 | -0.91 |
| x | COc1ccc(-c2nc(-c3ccccc3)[nH]c(=O)c2C#N)cc1 | -1.4 | -0.48 |
| 3 | COc1ccc(S(=O)(=O)NC(C)C(=O)Nc2cccc([N+](=O)[O-])c2)cc1 (stereo not given) | 0.65 | 0.17 |
| 14 | CC(C)COc1nc2ccccc2nc1C(C#N)C(=O)NC1CCCCC1 (stereo not given) | -1 | -1.2 |
| 17 | O=C(NNC(=O)c1ccccc1-n1cccc1)c1cccc(Cl)c1 | -0.18 | -0.22 |
| 0 | CCN(Cc1ccccc1)C(=O)COC(=O)CNS(=O)(=O)c1ccc(C)cc1 | 0.07 | -0.41 |
| -11 | C=CCn1c(SCCOc2ccc(OC)cc2)nnc1C(NC(=O)c1ccc(OC)cc1)C(C)C (stereo not given) | -0.74 | -0.48 |
| -23 | CCCCC(=O)Nc1cccc(-c2nn3c(C)nnc3s2)c1 | 0.32 | -0.05 |
| -9 | COc1ccccc1CC(=O)NN1C(=O)c2ccccc2C1=O | 1 | 1.2 |
| -41 | COc1cc(C(=O)N(Cc2cc3ccccc3[nH]c2=O)CC2CCCO2)cc(OC)c1OC (stereo not given) | -0.41 | -0.98 |
| 33 | CCN(CCCNC(=O)CSc1cc(=O)n(C)c2cc(Cl)ccc12)Cc1ccccc1 | x | x |
| x | CC1(C)CC2CC(C)(CN2C(=O)CCCN2C(=O)c3ccccc3C2=O)C1 (stereo not given) | -0.38 | 0.15 |
| x | O=C(Nc1ccc(SC(F)F)cc1)C12CCC(CC1)C2 | -0.33 | -0.45 |
| 17 | COc1ccc(N2C(=O)C3C4C=CC(C5CC45)C3C2=O)c([N+](=O)[O-])c1 (stereo not given) | 1.4 | 0.25 |
| 60 | Cc1nc(NCCc2ccc(S(N)(=O)=O)cc2)c2c(C)c(C)sc2n1 | 1.1 | 1.2 |
| x | N#CC1=C(N)OC2=C(C(=O)CCC2)C1C1C=CCCC1 (stereo not given) | 0.36 | -0.16 |
| -38 | CN=C1CC(SC)=C1c1ccc(C)cc1 | 0.37 | -0.16 |
| -49 | Cc1nc(-c2cccc(S(=O)(=O)N3CCCC(C)C3)c2)cs1 (stereo not given) | -1.6&-1.4 | -0.99&-0.98 |
| 17 | CCOC(=O)c1ccc(NC(=O)CN(Cc2ccc(Cl)cc2)S(C)(=O)=O)cc1 | -1.5 | -1.4 |
| x | O=C(CC1Sc2ccccc2NC1=O)Nc1cccc(C(=O)O)c1 (stereo not given) | -0.03 | -0.85 |
| -7 | COc1cccc(-c2onc3ccc(C4(C)OCCO4)cc23)c1 | x | x |
| 3 | Cc1nccn1CCC(=O)O | 0.66 | 0.29 |
| -3 | Cc1cc(NC(=O)CSc2nc(-c3ccccc3)c(C#N)c(=O)[nH]2)no1 | 0.31 | 0.29 |
| -64 | O=C1CS/C(=C/C(=O)c2ccccc2)N1 | -0.07 | -0.4 |
| -27 | C=CCOC(=O)C1=C(C)Nc2[nH]c(=O)[nH]c(=O)c2C1c1ccccc1 (stereo not given) | x | x |
| 100* | CCOC(=O)C(C)(C)Sc1nc2c(cnn2-c2ccc(C)cc2)c(=O)[nH]1 | -1.9 | -2.4 |
| 52 | CCOC(=O)c1c(N)n[nH]c1-c1ccccc1 | 0.27 | -0.32 |
| 27 | Cn1c(-c2ccc(Cl)cc2)cnc1NCc1cc2c(cc1[N+](=O)[O-])OCO2 | -1.9 | -1.8 |
| 30 | CCS(=O)(=O)Nc1ccc(NC(C)=O)cc1 | 0.64 | 0.18 |
| 36 | O=C(NCc1ccco1)c1cc2n(n1)C(C(F)(F)F)CC(c1ccc(Cl)c(Cl)c1)N2 (stereo not given) | -0.7 | 0.79 |

Results in SDO1 yeast rescue and INS promoter inh, for some of the entries so far:
smiles | SDO1 yeast rescue | INS promoter inh
Cc1cc(NC(=O)CSc2nc(-c3ccccc3)c(C#N)c(=O)[nH]2)no1 | 0.31 | -3
Cn1c(-c2ccc(Cl)cc2)cnc1NCc1cc2c(cc1[N+](=O)[O-])OCO2 | -1.9 | 27
CCOC(=O)c1c(N)n[nH]c1-c1ccccc1 | 0.27 | 52
COc1cccc(-c2onc3ccc(C4(C)OCCO4)cc23)c1 | x | -7
CCS(=O)(=O)Nc1ccc(NC(C)=O)cc1 | 0.64 | 30
O=C1CS/C(=C/C(=O)c2ccccc2)N1 | -0.07 | -64
C=CCOC(=O)C1=C(C)Nc2[nH]c(=O)[nH]c(=O)c2C1c1ccccc1 (stereo not given) | x | -27

(continued)
| INS promoter inh | smiles | SDO1 yeast rescue | SDO1 yeast rescue Rescue 24 h |
| --- | --- | --- | --- |
| 3 | CCCCOC(=O)c1ccc(Nc2ccc([N+](=O)[O-])cn2)cc1 | 0.1 | -0.35 |
| 9 | CCN(CC)S(=O)(=O)c1c(Br)cc(C)cc1Br | -0.92 | 0.01 |
| -9 | CC1=C(C(=O)OC2CCCC2)C(c2coc3ccc(C)cc3c2=O)C2=C(CCCC2=O)N1 (stereo not given) | x | x |
| 0 | COc1ccc(OCC(=O)Nc2ccccc2OC(F)F)cc1 | 0.23 | 0.22 |
| x | CCCOC(=O)c1ccc(-n2nnnc2SCC(=O)N2CCCCC2)cc1 | -0.56 | -0.97 |
| 27 | CC1(C)CC(=O)C=C(NCc2cccs2)C1 | 0.29 | 0.14 |
| -26 | CCNCCNC(=O)c1c(O)c2cccc3c2n(c1=O)CCC3 | -1.5 | -0.08 |
| u | Cc1cc(C)nc(N2CCCC(C(=O)Nc3ccc4c(c3)OCO4)C2)n1 (stereo not given) | -1.4 | -1.1 |
| 22 | O=C(Cn1nc(-c2ccccc2)c2ccccc2c1=O)Nc1ccccn1 | -0.19 | -0.76 |
| x | Cc1cc(C(=O)OCC(=O)N2CCN(C(=O)c3ccco3)CC2)c(C)n1-c1ccc(F)cc1 | -0.46 | -0.35 |
| -164 | COc1ccc(Cl)cc1-c1nc(SCC(=O)NC(C)C(C)C)n[nH]1 (stereo not given) | x | x |
| 12 | O=C(CSc1nnnn1-c1cccc2ccccc12)N1CCOCC1 | 0.14 | -0.13 |
| 45 | COCCNC(=S)NNC(=O)c1cccs1 | x | x |
| 5 | OCCC1CN(Cc2cnn(-c3ccc(F)cc3)c2)CCN1Cc1ccsc1 (stereo not given) | x | x |
| 13 | COC(=O)C1=C(C)NC2=C(C1c1ccc(O)cc1)S(=O)(=O)c1ccccc12 (stereo not given) | -0.18 | -0.27 |
| -4 | CN(C)c1ccc(NC(=O)Nc2cccc(Cl)c2)cc1 | -0.42 | -0.21 |
